CSM14.1 death rescue = protection against thapsigargin-triggered cell killing – 384-well, CSM14.1, ATP luminescence, primary screen (AID 1222); one-dose cellular ATP content (survival), % at 20 µM; EC50 in µM for titrated hits; 190,000 tested, under 10 active; CSM14.1 thapsigargin-induced death rescue, ATP luminescence; higher % means a stronger effect;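 active = EC50 below 50 µM in the dose-response confirmation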;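 note: death triggered by thapsigargin at about 15 µM added after 2 h compound pretreatment; cell ATP read after overnight thapsigargin exposure of roughly 18 to 22 hours; normalized against plate controls of thapsigargin alone and 5% DMSO vehicle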
Dynein cargo inh = blocks dynein driven cargo transport along microtubules; 3617.4 mouse cells, GR-EGFP nuclear translocation imaging; test concentration mostly 20 µM; stimulated with dexamethasone, 1 µM; active compounds read low; z-score, hits read low; actives 0.47% (n = 220,000);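 active = plate z-score of nuclear minus cytoplasmic receptor signal below a set negative limit, without overly bright fluorescence or cell loss, cut at about -3.5 in these data, passing the limit was not always enough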;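 note: z-score of nuclear minus cytoplasmic ring GR-EGFP intensity difference per well; some compounds called inactive have numbers as strong as hits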
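Also added – dexamethasone, 1.0 µM final · Buffer or medium – tet-free, stripped-serum medium · Schedule – induction 48 h, compound 1 h, agonist 30 min · Detection – formaldehyde fixation, Hoechst nuclear stain, 10x automated fluorescence imaging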
M17LAP inhibition = P. falciparum M17LAP inhibitors, primary screen, biochemical, fluorogenic H-Leu-NHMec substrate, 1536-well (AID 1619); inhibition, % at 30 µM, or IC50 in µM where a hit was titrated; actives 0.38% (n = 220,000); recombinant M17LAP, H-Leu-NHMec fluorogenic kinetic assay; higher % means a stronger effect;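 active = compound inhibiting the enzyme by more than half at any dose during confirmatory dose-response retesting; inconclusive = strong single-dose inhibitors picked by rank but not retested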;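 note: plate controls were full reaction with DMSO carrier for no effect and no enzyme background for full effect; strong numbers were not always called active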
K1F lysis inhibition = inhibition of K1F phage lysis, E. coli UTI89, bacterial capsule biogenesis inhibitors, alamar blue (AID 488966); E. coli UTI89 K1F phage lysis, alamar blue, 2 h; higher % means a stronger effect; actives 0.02% (n = 340,000); inhibition, % at 100 µM, or IC50 in µM where a hit was titrated;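 active = phage lysis inhibition, versus mean bacterial control, above a set limit; inconclusive = no clear call, values can overlap the other calls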;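 note: capsule biogenesis inhibitors block K1F phage lysis so surviving cells raise fluorescence; higher fluorescence means more inhibition of phage lysis; actives were called in the ten point dose series up to 300 µM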
M1AAP inhibition = P. falciparum M1AAP inhibitors, biochemical, fluorogenic H-Leu-NHMec substrate, 1536-well (AID 1445); actives 0.42% (n = 220,000); one-dose inhibition, % at 30 µM; IC50 in µM for titrated hits; recombinant M1AAP, H-Leu-NHMec fluorogenic kinetic assay; higher % means a stronger effect;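 active = primary inhibition above the hit cutoff, then over 50% inhibition at one or more dose response concentrations, cut at about 23% in these data, passing the limit was not always enough; inconclusive = conflicting primary data, or primary hits not chosen for dose response; inactive = low primary inhibition, or under 50% at every dose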;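 note: plate controls were DMSO full reaction for no effect and no enzyme background for full effect; strong numbers were not always called active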
Insulin prom up = MIN6 insulin promoter up-regulation; MIN6 insulin promoter-GFP reporter, high-content imaging; active compounds read high; z-score at 5 µM; actives 0.3% (n = 190,000); AID 1625;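 active = z-score above 3 at 5 µM with at least 500 cells counted in the well; inconclusive = wells under 500 cells, flagged as cytotoxic or low count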
b-catenin transl = alters nuclear translocation of beta-catenin in HeLa cells; immunofluorescence imaging; nuclear translocation activity, % at 5 µM; actives 0.3% (n = 190,000);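 active = nuclear translocation activity above 50% at 5 µM, with a well cell count of 50 or more; inconclusive = wells under 50 cells across six images, flagged as toxic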;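 note: per-cell ratio of nuclear to cytoplasmic median beta-catenin stain intensity; plate controls were DMSO negative control for no effect and GSK-3 inhibitor IX positive control for full effect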
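Technique: fluorescence imaging of beta-catenin antibody stain plus DAPI / Material: human HeLa cell line / Incubation: compound treatment 24 h, 37°C, 5% CO2 / Read-out basis: % activation of per-cell nuclear versus cytoplasmic median beta-catenin signal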
Autophagy mod = autophagy modulation, high-content screen. actives 0.98% (n = 190,000). calls only at 10 µM (by protocol). MEF GFP-LC3 puncta imaging; test concentration mostly 10 µM;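 active = percentage of spot-positive cells more than 3 SD above its plate mean, without a fluorescence outlier flag or 80% toxicity; inconclusive = no clear call, values can overlap the other calls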;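 note: spot-positive cell cutoff set from DMSO-treated cells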
MT stabilizer = microtubule stabilizers in HeLa cells | HeLa tubulin immunostaining HCS, 24 h; share of cells brighter than vehicle mean+2SD | % tubulin-high responders, % at 10 µM | actives 0.83% (n = 200,000);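 active = plate Z-score above 3 for both tubulin-high and condensed-nucleus cell shares, with cell loss under 80%, at 10 µM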;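 note: anti alpha tubulin signal scored within the nucleus-defined area of each cell; some results filed as inactive read as strong as hits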
Dynein cargo inh cytoplasmic EGFP = also measured in Dynein cargo inh; calls as there; z-score; measured here: cytoplasmic GR-EGFP intensity; active compounds read high
Dynein cargo inh nuclear GR-EGFP = second read-out of Dynein cargo inh, no call of its own (marks repeat the call); z-score; measured here: nuclear GR-EGFP intensity;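 lower value marks the stronger effect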
Dynein cargo inh cell count = further read-out of Dynein cargo inh, marked with its call; z-score; measured here: cell count per field
Insulin prom up cell count = also measured in Insulin prom up; calls as there; cell count; measured here: cytotoxicity, nuclei count;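 total cells summed across four imaged fields per well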
b-catenin transl cell count 5 µM = also measured in b-catenin transl; calls as there; cell count; measured here: cell count, cytotoxicity flag
MT stabilizer Hoechst-high % = further read-out of MT stabilizer, marked with its call; % Hoechst-high responders; measured here: nuclear condensation Hoechst responders;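 share of cells brighter than vehicle mean plus two SD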
MT stabilizer cytotoxicity % = second read-out of MT stabilizer, no call of its own (marks repeat the call); toxicity, %; measured here: cytotoxicity by cell density;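 0% = mean cell density of plate MIN control wells and 100% = no cells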
Autophagy mod cell loss 18 h = recorded beside Autophagy mod, whose call it bears; toxicity, %; measured here: cell loss, nuclei count;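 cell loss after 18 h compound exposure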
* marks the source's active call; other numbers are inactive results; i = inactive; ? = inconclusive; . = no result given; + = active, no number; [ ] = remark or other dose.

# | molecule | Dynein cargo inh | MT stabilizer Hoechst-high % | MT stabilizer | MT stabilizer cytotoxicity % | Autophagy mod | Insulin prom up | Insulin prom up cell count | b-catenin transl | Dynein cargo inh cell count | M1AAP inhibition | M17LAP inhibition | Dynein cargo inh cytoplasmic EGFP | CSM14.1 death rescue | Autophagy mod cell loss 18 h | Dynein cargo inh nuclear GR-EGFP | b-catenin transl cell count 5 µM | K1F lysis inhibition
1 | CCC(CC)c1nnc(NC(=O)C2=NNC(=O)CC2)s1 | -0.24 | 1.6 | 2.5 | 5.7 | i | . | . | 0.8 | -0.12 | 16% | -5% | -0.17 | 0.6% | -19 | -0.035 | 951 | 0.0%
2 | Cc1nc(=S)c2c([nH]1)-c1ccccc1CC21CCCCC1 | -0.69 | . | . | . | . | -0.3 | 1305 | -3.9 | 0.42 | 0% | -4% | -0.26 | . | . | -0.35 | 1241 | .
3 | O/C(=C\Sc1nnc(Cc2ccccc2)o1)c1ccc(Br)cc1 | -0.4 | 2.7 | 3.3 | 12 | i | . | . | . | -0.013 | 2% | -12% | -0.3 | -0.2% | 13 | 0.17 | . | 1.4%
4 | COC(=O)c1cccc(NC(=O)NC(=O)c2ccc(Cl)cc2)c1 | 0.84 | . | . | . | . | . | . | 0.0 | -0.11 | -1% | -1% | -0.25 | . | . | 0.37 | 1347 | .
5 | CCCOc1ccc(/C=C/c2[nH]c(=O)[nH]c(=O)c2[N+](=O)[O-])cc1OCC | -0.88 | . | . | . | . | -0.11 | 1119 | -0.1 | 0.31 | 4% | -182% | -0.79 | . | . | -0.7 | 1335 | 0.5%
6 | CC(C)(C)C(=O)OCc1nc(-c2ccc(O)c(O)c2)cs1 | -1.8 | . | . | . | . | 0.43 | 1060 | 1.7 | -0.37 | 3% | 17% | -0.069 | . | . | -0.31 | 1334 | .
7 | CC(=O)c1ccc(NC2OC(C)C(O)C(O)C2O)cc1 (stereo unspecified) | -0.48 | 2.2 | 1.9 | 6.5 | i | 0.61 | 1222 | 0.4 | -0.72 | -5% | -1% | -0.26 | . | -1 | -0.074 | 1019 | -0.3%
8 | O=C(CNC(c1ccccc1)c1ccccc1)Nc1c(F)cccc1F | -0.85 | 6.6 | 9.0 | 7.9 | i | -0.39 | 1395 | -0.5 | 0.5 | 0% | 11% | -0.29 | 11% | 2 | -0.56 | 916 | 2.6%
9 | CC(C)(C)NC(=O)COC(=O)c1cc(Br)ccc1Cl | -0.72 | 2.1 | 2.2 | 8.1 | i | 0.16 | 1465 | 1.5 | 0.68 | 5% | 2% | -0.27 | -0.2% | 8 | -0.54 | 1095 | 1.4%
10 | CC1CN(C(=O)C2(C)CC2(Cl)Cl)CC(C)O1 (stereo unspecified) | 0.23 | 2.1 | 6.5 | 4.6 | i | 0.57 | 1286 | . | -1.3 | -1% | 6% | -0.23 | -1.6% | 5 | 0.18 | . | 3.4%
11 | Cc1cccc(C)c1NC(=O)CSC(=S)N1CCCC1 | 0.78 | 2.3 | 3.1 | 8.9 | i | -0.4 | 1394 | -3.4 | 0.66 | 2% | 2% | -0.22 | -1.4% | 8 | 0.65 | 1057 | 0.7%
12 | CCOCCCNC(=O)C(c1ccc(OC)cc1)N(Cc1ccc2c(c1)OCO2)C(=O)c1ccccc1O (stereo unspecified) | 0.51 | 1.5 | 2.4 | 4.3 | i | -0.04 | 1319 | -1.0 | -0.42 | -1% | -6% | -0.28 | -6.4% | 44 | 0.47 | 1144 | -0.9%
13 | CC(=O)Nc1ccc(-c2nnc(SCc3c(C)cc(C)cc3C)n2C)cc1 | -1.3 | 1.8 | 1.6 | 2.6 | i | 0.23 | 820 | . | 1.5 | -11% | 3% | -0.18 | -1.1% | -3 | -0.7 | . | 0.1%
14 | CCCS(=O)(=O)c1cscc1NC(=O)c1c(-c2c(F)cccc2Cl)noc1C | 0.6 | . | . | . | . | 0.76 | 1388 | 0.6 | -0.32 | 2% | 5% | -0.046 | . | . | 0.11 | 1324 | -1.3%
15 | CCn1c(O)c(/C=N/N=C2CCCC2)c2ccc(C3=NNC(=O)CC3)cc21 | -0.61 | 1.1 | 2.2 | 6.9 | i | -0.53 | 1570 | -2.0 | 1.6 | 10% | 10% | -0.21 | 1.0% | 18 | 0.29 | 1378 | 2.2%
16 | CC(C)NC(=O)c1sc2nc(-c3cccs3)cc(-c3cccs3)c2c1N | 0.22 | 1.6 | 2.4 | 11 | + | 0.46 | 1023 | -2.8 | 0.73 | 24%* | -94% | 1.2 | 2.1% | -1.7* | 0.34 | 1285 | .
17 | Cc1cc(C)c(S(=O)(=O)NCCc2ccccc2)c(C)c1 | 1.1 | 1.3 | 1.2 | 5.0 | i | 0.16 | 1465 | -0.4 | -0.62 | -2% | 10% | -0.25 | -2.7% | 4 | 0.72 | 1569 | -1.6%
18 | Cc1nn(-c2ccccc2)c(N)c1C(O)(CC(=O)C(F)(F)F)C(F)(F)F (stereo unspecified) | -0.54 | 4.0 | 1.9 | 9.2 | i | 0.2 | 1342 | -0.4 | -0.14 | -2% | -8% | -0.26 | -7.5% | -8 | -0.45 | 519 | -0.4%[50 µM]
19 | COc1ccc(S(=O)(=O)N(C)CC(=O)NCCC2=CCCCC2)cc1C | 1.2 | 2.7 | 3.7 | 11 | i | . | . | . | -0.032 | 2% | 4% | -0.12 | 0.1% | -5 | 0.47 | . | 9.0%
20 | COc1ccc(Br)c(C(=O)Nc2cccc(Cl)c2Cl)c1 | -0.53 | 3.3 | 4.6 | 7.0 | i | -1.2 | 1291 | 2.2 | 0.93 | -1% | -8% | -0.33 | -1.5% | 3 | -0.4 | 840 | 0.1%
21 | CC1(C)CNC(=O)CC(C)(C)N1O | -1.1 | 1.5 | 3.5 | 6.6 | i | 0.51 | 1319 | -1.2 | 0.5 | 9% | -10% | -0.26 | 0.7% | 4 | -1 | 1119 | 4.0%
22 | O=[N+]([O-])c1ccc(/C=N/Nc2nc(N3CCCCC3)nc(N3CCCCC3)n2)o1 | -0.13 | 1.2 | 2.0 | 4.3 | i | 1.4 | 863 | -0.8 | -1.2 | 10% | 3% | 0.1 | 0.2% | 0 | 0.15 | 1124 | 0.6%
23 | COc1ccc(-c2c[n+]3c(n2-c2ccccc2)SCC3)cc1 | 0.072 | . | . | . | . | ? | . | 1.6 | -0.11 | -3% | -4% | -0.26 | . | . | 0.7 | 1339 | 0.7%
24 | Cc1cc(C)c(NC(=S)NC(CO)(CO)CO)c(C)c1 | -0.0094 | . | . | . | . | -0.23 | 1039 | -1.5 | 0.15 | 0% | 2% | -0.25 | . | . | 0.49 | 1308 | 1.0%
25 | CC1CCCCC12NC(=O)N(Cc1cc(=O)n3ccsc3n1)C2=O (stereo unspecified) | 0.08 | . | . | . | . | 0.78 | 1080 | -0.5 | -0.051 | 2% | -1% | -0.18 | . | . | 0.097 | 1351 | -0.3%
26 | COC(=O)CC/C(O)=C1\C(=O)CC(C)(C)CC1=NCCc1nc2ccccc2[nH]1 | 0.4 | 1.0 | 2.6 | 3.2 | i | -0.19 | 1126 | . | -1.1 | 2% | 2% | -0.18 | -0.4% | 3 | 0.36 | . | 0.2%
27 | COc1ccc(S(=O)(=O)NC(CC(=O)NCCc2ccccc2)c2ccco2)cc1 (stereo unspecified) | -0.67 | 1.1 | 1.7 | 11 | i | -0.63 | 907 | -0.7 | 1.2 | 1% | -8% | -0.32 | 4.8% | 2 | -0.34 | 1183 | 0.2%

Random excerpt: 4 compounds from above, in no set order.
# | molecule | Dynein cargo inh | MT stabilizer Hoechst-high % | MT stabilizer | MT stabilizer cytotoxicity % | Autophagy mod | Insulin prom up | Insulin prom up cell count | b-catenin transl | Dynein cargo inh cell count | M1AAP inhibition | M17LAP inhibition | Dynein cargo inh cytoplasmic EGFP | CSM14.1 death rescue | Autophagy mod cell loss 18 h | Dynein cargo inh nuclear GR-EGFP | b-catenin transl cell count 5 µM | K1F lysis inhibition
8 | O=C(CNC(c1ccccc1)c1ccccc1)Nc1c(F)cccc1F | -0.85 | 6.6 | 9.0 | 7.9 | i | -0.39 | 1395 | -0.5 | 0.5 | 0% | 11% | -0.29 | 11% | 2 | -0.56 | 916 | 2.6%
19 | COc1ccc(S(=O)(=O)N(C)CC(=O)NCCC2=CCCCC2)cc1C | 1.2 | 2.7 | 3.7 | 11 | i | . | . | . | -0.032 | 2% | 4% | -0.12 | 0.1% | -5 | 0.47 | . | 9.0%
2 | Cc1nc(=S)c2c([nH]1)-c1ccccc1CC21CCCCC1 | -0.69 | . | . | . | . | -0.3 | 1305 | -3.9 | 0.42 | 0% | -4% | -0.26 | . | . | -0.35 | 1241 | .
5 | CCCOc1ccc(/C=C/c2[nH]c(=O)[nH]c(=O)c2[N+](=O)[O-])cc1OCC | -0.88 | . | . | . | . | -0.11 | 1119 | -0.1 | 0.31 | 4% | -182% | -0.79 | . | . | -0.7 | 1335 | 0.5%
